Assay outcomes (PubChem BioAssay)
NCI-60 one-dose screen, 48 h, at 10 µM unless noted. Numbers give growth in % (100 = growth as untreated, 0 = no growth, -100 = all killed).
MCF7 – MCF7 breast cancer. actives 6.3% (n = 82,000)
MDA-MB-231 – MDA-MB-231 breast cancer | actives 5% (n = 81,000) | AID 1794789
K-562 – K-562 leukemia | actives 7.4% (n = 78,000) | AID 1794777
T-47D – T-47D breast cancer; AID 1794792; actives 5% (n = 79,000)
BT-549 – BT-549 breast cancer; actives 4.4% (n = 78,000); AID 1794793
MDA-MB-468 – MDA-MB-468 breast cancer. AID 2202374. actives 8.5% (n = 78,000)
SR – SR leukemia cells | actives 8.7% (n = 73,000) | AID 1794780
HS 578T – HS 578T breast cancer; actives 4.1% (n = 78,000)
Numbers without * were called inactive; . = no result given. How the source made its calls: active means growth percent below 10; inactive means the rest. An unsorted share of the library; 14% or so of the library scored in one or more.

#1 COC(CSCc1ccccc1)OC
#2 CN(C[C@H]1Cc2c(cccc2N2CCN(c3ncccn3)CC2)CN1)[C@H]1CCCc2cccnc21
#3 S=C(Nc1cccc(Br)c1)c1ccccc1
#4 O=C(O)c1cn(C2CC2)c2cc(N3CCN(C(=O)CSCCO)CC3)c(F)cc2c1=O
#5 CC1=C(C#N)C(C)(C)C(C#N)=C(C)N1

assay / compound	1	2	3	4	5
MCF7	101	16	81	92	97
MDA-MB-231	.	53	108	105	104
K-562	104	8.0*	98	104	99
T-47D	105	26	98	105	97
BT-549	113	57	114	.	100
MDA-MB-468	102	38	102	102	99
SR	103	.	74	107	96
HS 578T	102	73	113	108	102

#6 CCCCn1c(=O)[nH]c(N)c(C(c2ccccc2F)c2c(N)[nH]c(=O)n(CCCC)c2=O)c1=O
#7 NNC(=O)Cc1c[nH]c2ccccc12
#8 COc1cc2oc(-c3cccc(NC(=O)Nc4ccc(F)cc4)c3)cc(=O)c2c(OC)c1OC
#9 O=C(Nc1cccc(-c2nc3ccccc3c(=O)[nH]2)c1)c1ccc(Br)cc1
#10 O=[N+]([O-])c1c(N2CCN(CCO)CC2)nc2ccccn12

assay / compound	6	7	8	9	10
MCF7	78	94	86	90	93
MDA-MB-231	87	91	87	93	117
K-562	68	111	79	96	99
T-47D	59	89	79	85	102
BT-549	91	90	80	98	109
MDA-MB-468	71	102	71	88	89
SR	66	91	87	.	84
HS 578T	74	95	81	83	96

Full records, looked up by structure. Order of values: MCF7 | MDA-MB-231 | K-562 | T-47D | BT-549 | MDA-MB-468 | SR | HS 578T
COc1cc2oc(-c3cccc(NC(=O)Nc4ccc(F)cc4)c3)cc(=O)c2c(OC)c1OC in the list: 86 | 87 | 79 | 79 | 80 | 71 | 87 | 81
O=[N+]([O-])c1c(N2CCN(CCO)CC2)nc2ccccn12 in the list: 93 | 117 | 99 | 102 | 109 | 89 | 84 | 96

The list goes on.
#11 CSc1nnc(-c2ccc(NC(=O)c3cccnc3)cc2)o1
#12 COc1ccc(-c2cc(-c3nnc(SCC(=O)Nc4ccc(/C(C)=N\O)cc4)n3-c3ccccc3)c3cc(OC)ccc3n2)cc1
#13 COc1ccc(-c2nn(Cc3ccc(OC)c(OC)c3)c3c2-c2oncc2CC3)cc1
#14 O=C(CSc1nnc(-c2ccc(NC(=O)c3cccnc3)cc2)o1)Nc1ccccc1Cl
#15 O=C(/C=C/c1ccc(B(O)O)cc1)/C=C/c1ccc(B(O)O)cc1

assay / compound	11	12	13	14	15
MCF7	104	.	84	96	3.8*
MDA-MB-231	110	46	88	111	39
K-562	95	48	81	66	13
T-47D	76	45	61	76	27
BT-549	124	64	99	131	-12*
MDA-MB-468	135	62	76	126	1.2*
SR	.	49	64	.	8.8*
HS 578T	116	83	.	111	4.5*

#16 CCn1cc(-c2ccnc(NCCNS(=O)(=O)c3ccc(Br)cc3)c2)c(-c2cccc(O)c2)n1
#17 CN1CCC(N)(C(=O)O)CC1
#18 O=C(Nc1ccc(-n2cnc3cc(-c4ccc(O)cc4)ccc32)cc1)NC1CC1
#19 O=S(=O)(O)c1ccc(N=Nc2ccc(N=Nc3cccc4ccccc34)c(S(=O)(=O)O)c2)cc1
#20 COc1ccc2c(c1)C(=O)c1c-2c(OCCN2CCCCC2)nc2ccc(OC)cc12

assay / compound	16	17	18	19	20
MCF7	.	105	99	78	9.5*
MDA-MB-231	115	114	118	80	67
K-562	72	109	95	104	11
T-47D	86	115	87	81	37
BT-549	105	103	102	108	51
MDA-MB-468	79	96	123	90	-11*
SR	74	99	89	99	2.5*
HS 578T	102	105	108	104	58

#21 Cn1cc(-c2csc(-c3c[nH]c4ccc(Cl)cc34)n2)c2cccnc21
#22 COc1cc(OC)c(C(=O)Nc2cccc(-c3cc(=O)c4ccccc4o3)c2)c(OC)c1
#23 Cc1cc(Cl)ccc1NC(=O)N1CCCCC1
#24 O=S(=O)(Nc1ccc(C(F)(F)F)c(Cl)c1)c1ccc(-c2cnc(C3CC3)o2)cc1
#25 N#Cc1c(-c2ccc(Cl)cc2)[nH]c(=S)[nH]c1=O

assay / compound	21	22	23	24	25
MCF7	71	85	98	72	98
MDA-MB-231	78	82	97	80	105
K-562	86	92	90	56	95
T-47D	49	84	97	55	101
BT-549	100	96	118	93	96
MDA-MB-468	20	73	89	59	103
SR	.	85	92	73	93
HS 578T	104	96	99	55	107

#26 COc1cc(-c2nc(-c3ccccc3)[nH]c2-c2ccnc(NCCCNS(=O)(=O)c3cccc4ccccc34)n2)ccc1Cl
#27 O=C(CCCNC(=O)c1nc(-c2ccccc2)n(-c2ccccc2)n1)NO
#28 COc1ccc(-c2cc(C(=O)NCc3ccccc3)nn2-c2ccc(S(C)(=O)=O)cc2)cc1
#29 CSc1nnc(-c2cnn3c2NC(c2ccccc2)C3)n1-c1ccc(F)cc1 (configuration not stated)
#30 CC1(C)c2ccccc2C(=O)c2ccccc21

assay / compound	26	27	28	29	30
MCF7	48	92	96	95	105
MDA-MB-231	77	103	95	94	96
K-562	32	106	79	75	87
T-47D	35	94	100	93	90
BT-549	89	106	163	109	105
MDA-MB-468	75	99	94	94	94
SR	52	106	96	71	82
HS 578T	78	105	105	99	88

#31 COc1ccc(-c2nn(-c3cccc(Cl)c3)cc2-c2cc(-c3cccs3)[nH]c(=S)n2)cc1
#32 Cc1cc2c(cc1C)-n1c(C)cc(=O)n1C(c1ccccc1Br)N2 (configuration not stated)
#33 COc1ccccc1/C=C1\Oc2cc(OCCN3CCC(Cc4ccccc4)CC3)ccc2C1=O
#34 O=C(Nc1ccccc1CNc1nc(Nc2ccc(OCCN3CCCC3)cc2)ncc1Cl)NC1CCCCC1
#35 O=C1C2C3C=CC(C3)C2C(=O)N1CCOS(=O)(=O)OCCN1C(=O)C2C3C=CC(C3)C2C1=O (configuration not stated)

assay / compound	31	32	33	34	35
MCF7	34	84	80	55	89
MDA-MB-231	83	106	90	70	113
K-562	28	95	28	6.8*	103
T-47D	42	105	86	100	87
BT-549	47	107	85	84	90
MDA-MB-468	68	101	76	89	98
SR	33	77	6.0*	5.5*	108
HS 578T	63	114	83	85	103

#36 O=C(COc1ccc(/C=C2\Cc3ccc(Cl)cc3C2=O)cc1)Nc1nccs1
#37 Cc1ccc(-c2[nH]ncc2C2OC[C@@]3(C)[C@H]4CCC5(C)OC(C6=CCOC6=O)C[C@H]5[C@]4(C)CC[C@H]3O2)cc1 (some centres not stated)
#38 CCN(CC)S(=O)(=O)c1ccc(O)c(NC(=O)c2[nH]c(C)c3c2CCCCC3=O)c1
#39 O=C1c2c(O)cc(O)cc2-c2c(-c3ccc(O)cc3)oc3cc(O)cc1c23
#40 Cc1cc(O)c(Cl)c(C)c1Cl

assay / compound	36	37	38	39	40
MCF7	89	84	26	33	96
MDA-MB-231	92	.	40	67	114
K-562	121	70	47	.	94
T-47D	85	54	38	8.5*	99
BT-549	106	98	75	51	105
MDA-MB-468	99	98	57	46	98
SR	148	81	30	0.6*	96
HS 578T	101	.	22	32	107

#41 O=C(Oc1ccc([N+](=O)[O-])cc1)c1ccc(C[n+]2ccccc2)cc1
#42 Cc1ccc(/C=N\NC(=O)c2[nH]c3ccc(F)cc3c2-c2ccccc2)cc1
#43 Cc1ccc(S(=O)(=O)C/C(=N\NC(=O)c2ccccc2)c2cc3ccccc3oc2=O)cc1
#44 O=C(CSc1nnc(-c2ccccc2)n1-c1ccccc1)Nc1ccc(C(=O)/C=C/c2ccc(Cl)cc2)cc1
#45 CCOC(=O)c1[nH]c2cc(Cl)ccc2c1[C@@H](C(=O)NC(C)(C)C)N(CC)C(=O)CCCCC#Cc1cccc2c1CN(C1CCC(=O)NC1=O)C2=O (some centres not stated)

assay / compound	41	42	43	44	45
MCF7	96	15	103	99	13
MDA-MB-231	101	36	109	105	-50*
K-562	97	17	94	93	18
T-47D	102	75	100	103	.
BT-549	108	37	100	99	4.0*
MDA-MB-468	95	-14*	104	103	-14*
SR	.	20	100	88	13
HS 578T	105	17	104	93	-13*

#46 COc1ccc2nc3cc(Cl)ccc3c(N3CCN(c4nccc(Nc5ccccc5)n4)CC3)c2c1
#47 Cn1cc(-c2nonc2-c2cn(C)c3ccc(Br)cc23)c2ccccc21
#48 COc1ccc(-c2cnc3sc(C)cn23)cc1
#49 COc1cc(/C=C/c2nnc(-c3cc(-c4ccc(Cl)cc4)n[nH]3)o2)cc(OC)c1OC
#50 C=CCOc1ccc(/C=C2\SC(=S)N(CCc3ccc(O)cc3)C2=O)cc1

assay / compound	46	47	48	49	50
MCF7	24	15	87	68	87
MDA-MB-231	70	45	99	83	90
K-562	42	13	85	78	62
T-47D	23	24	98	58	83
BT-549	.	34	102	70	94
MDA-MB-468	38	43	95	103	.
SR	27	11	96	95	39
HS 578T	88	-1.9*	113	81	95

#51 CC(=O)c1ccc(Br)s1
#52 COc1cccc(Cn2cc3c(c2)-c2oncc2CC3)c1
#53 COC(=O)[C@]1(C(C)C)N[C@H](c2cn(-c3ccccc3)nc2C)[C@@H]2C(=O)N(c3ccccc3)C(=O)[C@@H]21
#54 c1ccc(CN2CCC(N3CCCC3)CC2)cc1
#55 O=C1OC2C=CC3CC2(O1)C1CCCC(=O)N1O3 (configuration not stated)

assay / compound	51	52	53	54	55
MCF7	98	18	93	.	99
MDA-MB-231	92	5.7*	110	104	105
K-562	.	14	.	.	103
T-47D	100	65	108	98	97
BT-549	129	66	104	85	122
MDA-MB-468	114	1.7*	102	103	120
SR	104	14	.	.	112
HS 578T	105	8.9*	112	.	107

#56 Nc1nc(-c2cccc3ccccc23)cc2ccccc12
#57 O=S(=O)(NC1C2c3ccccc3C(c3ccccc32)C1O)c1ccccc1 (configuration not stated)
#58 COc1ccc2[nH]cc(C(=O)O)c2c1
#59 CC(C(=O)c1c([O-])on[n+]1-c1ccccc1)N1CCN(C)CC1 (configuration not stated)
#60 O=C1NC(=O)C(=Cc2cn(Cc3cccc4ccccc34)c3ccccc23)C(=O)N1

assay / compound	56	57	58	59	60
MCF7	7.7*	96	98	97	82
MDA-MB-231	21	109	92	94	79
K-562	-44*	89	109	97	74
T-47D	44	100	104	95	82
BT-549	39	107	110	114	89
MDA-MB-468	-4.3*	91	99	123	28
SR	.	89	101	92	103
HS 578T	-4.6*	101	101	112	80

#61 NS(=O)(=O)c1cn(-c2ccc([N+](=O)[O-])c3nonc23)ccc1=O
#62 CC1=NN(C2=NC(=O)C(CC(=O)Nc3ccccc3C(F)(F)F)S2)C(c2ccc(N(C)C)cc2)C1 (configuration not stated)
#63 CC1(C)CC(=O)c2c(nc(Nc3nc4ccccc4s3)nc2-c2ccccc2)C1
#64 COc1cc(NC(=O)NCc2ccco2)ccc1-c1ccc(NC(=O)NCc2ccco2)cc1OC
#65 c1ccc(Sc2ccncc2)cc1

assay / compound	61	62	63	64	65
MCF7	102	23	92	45	92
MDA-MB-231	81	66	88	43	110
K-562	86	28	60	36	122
T-47D	89	48	85	41	96
BT-549	.	53	84	82	115
MDA-MB-468	.	3.3*	99	17	102
SR	80	16	66	56	95
HS 578T	112	44	.	59	111

#66 [O-][n+]1ccccc1C(O)CSc1ccccc1 (configuration not stated)
#67 COC(=O)[C@@H](Cc1c[nH]c2ccccc12)NC(=O)COc1cc(O)c2c(=O)cc(-c3ccccc3)oc2c1
#68 Cc1ccc(Cl)cc1N=C=S
#69 OCCN1CSC(=S)NCCNC(=S)SC1
#70 Cc1ccc(NC(=O)c2ccc(Cl)cc2)c(Br)c1

assay / compound	66	67	68	69	70
MCF7	93	68	96	103	92
MDA-MB-231	110	102	113	82	87
K-562	91	64	.	105	101
T-47D	105	63	103	115	.
BT-549	90	85	109	100	91
MDA-MB-468	106	68	104	90	89
SR	88	79	171	111	102
HS 578T	113	89	110	96	109

#71 Cn1cnccc1=O
#72 Cc1ncc(C(=O)Nc2ccc(CN3CCN(C)CC3)c(C(F)(F)F)c2)cc1C#Cc1cnc(N)c2ccncc12
#73 CCN(CCO)C(C(=O)c1ccc(OC)cc1)c1ccc(OC)cc1 (configuration not stated)
#74 O=C(c1ccco1)N1CCN(C(=O)c2ccco2)CC1
#75 COC(=O)c1ccc(C(=O)OC)cc1
#76 COc1ccc(CNc2cccc(C)c2)cc1

assay / compound	71	72	73	74	75	76
MCF7	99	-72*	99	97	94	105
MDA-MB-231	109	-48*	99	108	101	99
K-562	101	-33*	92	98	88	94
T-47D	98	-37*	93	106	89	99
BT-549	100	23	108	101	102	.
MDA-MB-468	99	-37*	109	93	105	105
SR	107	-41*	87	.	89	61
HS 578T	113	-19*	110	105	106	100

By substructure, those above with fluorine (eight)
#4 O=C(O)c1cn(C2CC2)c2cc(N3CCN(C(=O)CSCCO)CC3)c(F)cc2c1=O
#6 CCCCn1c(=O)[nH]c(N)c(C(c2ccccc2F)c2c(N)[nH]c(=O)n(CCCC)c2=O)c1=O
#8 COc1cc2oc(-c3cccc(NC(=O)Nc4ccc(F)cc4)c3)cc(=O)c2c(OC)c1OC
#24 O=S(=O)(Nc1ccc(C(F)(F)F)c(Cl)c1)c1ccc(-c2cnc(C3CC3)o2)cc1
#29 CSc1nnc(-c2cnn3c2NC(c2ccccc2)C3)n1-c1ccc(F)cc1 (configuration not stated)
#42 Cc1ccc(/C=N\NC(=O)c2[nH]c3ccc(F)cc3c2-c2ccccc2)cc1
#62 CC1=NN(C2=NC(=O)C(CC(=O)Nc3ccccc3C(F)(F)F)S2)C(c2ccc(N(C)C)cc2)C1 (configuration not stated)

assay / compound	4	6	8	24	29	42	62
MCF7	92	78	86	72	95	15	23
MDA-MB-231	105	87	87	80	94	36	66
K-562	104	68	79	56	75	17	28
T-47D	105	59	79	55	93	75	48
BT-549	.	91	80	93	109	37	53
MDA-MB-468	102	71	71	59	94	-14*	3.3*
SR	107	66	87	73	71	20	16
HS 578T	108	74	81	55	99	17	44

#72 Cc1ncc(C(=O)Nc2ccc(CN3CCN(C)CC3)c(C(F)(F)F)c2)cc1C#Cc1cnc(N)c2ccncc12

assay / compound	72
MCF7	-72*
MDA-MB-231	-48*
K-562	-33*
T-47D	-37*
BT-549	23
MDA-MB-468	-37*
SR	-41*
HS 578T	-19*
